Source: PubChem BioAssay (several laboratories)
MC4R ag barr: agonists of human melanocortin 4 receptor (MC4R) beta-arrestin; activation, % at 8.9 µM; hit rate 0.98% among 360,000; P32245; AID 540308; U2OS MC4R beta-arrestin complementation, luminescence; percent of melanotan II response, DMSO zero;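 active = activation above a per-plate cutoff, the mean activation of sample wells on that plate plus 3 SD, cut at about 8% in these data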
Glyco luc inh: N-linked glycosylation inhibition; D54 ERlucT glycosylation luciferase reporter, 24 h; percent of 100 nM tunicamycin response; reporter increase, % at 12.5 µM; hit rate 0.23% among 360,000; AID 588692;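 active = mean luciferase reporter signal, scaled so untreated is 0 and the glycosylation-blocking control 100, at or above a set limit in every replicate; inconclusive = mean reaches the limit but not every replicate does; inactive = mean below the limit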;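 also: luciferase carries N-glycosylation sites so blocking glycosylation raises the light; 0% = median of neutral control wells and 100% = median of 100 nM tunicamycin wells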
MC4R antag cAMP: antagonists of human melanocortin 4 receptor (MC4R); inhibition, % at 6.5 µM; AID 540295; MC4R-expressing cells, MTII-stimulated cAMP, LANCE TR-FRET; hit rate 0.48% among 360,000;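 active = inhibition above its plate's cutoff, the mean of tested wells on that plate plus 3 SD, cut at about 29% in these data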;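 also: 0% = Melanotan II alone and 100% = Melanotan II plus saturating MCL0020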
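Assay system: human MC4R-expressing U2OS cells; reagent: Melanotan II stimulation of cells; dosing: 6.5 µM single dose; timing: compound 30 min, challenge 1 h, detection 1 h; signal: TR-FRET cAMP assay; replicates: one well per compound, no replicates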
PDI turbidity: PDI (human) enzyme inhibition; PDI insulin aggregation turbidity, A650, 90 min; inhibition, % at 10 µM; hit rate 0.052% among 350,000; AID 588391;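 active = mean inhibition across replicates of 30% or more, whatever share of single replicates reach that level; inconclusive = mean inhibition below 30% while every single replicate reaches 30%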;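 also: absorbance from insulin aggregation driven by PDI reduction with DTT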
ABHD5 PLIN5 PPI: inhibitors of human ABHD5-perilipin-5 interaction; Q00G26+Q8WTS1; Split G. princeps luciferase complementation, luminescence, 4 h; inhibition, % at 4 µM; hit rate 0.78% among 360,000; AID 602281;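 active = inhibition above the mean inhibition across every tested compound plus 3 SD, cut at about 22% in these data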;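 also: 0% = DMSO only wells and the 100% control is not disclosed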
Target sequence (Q00G26 whole entry, looked up): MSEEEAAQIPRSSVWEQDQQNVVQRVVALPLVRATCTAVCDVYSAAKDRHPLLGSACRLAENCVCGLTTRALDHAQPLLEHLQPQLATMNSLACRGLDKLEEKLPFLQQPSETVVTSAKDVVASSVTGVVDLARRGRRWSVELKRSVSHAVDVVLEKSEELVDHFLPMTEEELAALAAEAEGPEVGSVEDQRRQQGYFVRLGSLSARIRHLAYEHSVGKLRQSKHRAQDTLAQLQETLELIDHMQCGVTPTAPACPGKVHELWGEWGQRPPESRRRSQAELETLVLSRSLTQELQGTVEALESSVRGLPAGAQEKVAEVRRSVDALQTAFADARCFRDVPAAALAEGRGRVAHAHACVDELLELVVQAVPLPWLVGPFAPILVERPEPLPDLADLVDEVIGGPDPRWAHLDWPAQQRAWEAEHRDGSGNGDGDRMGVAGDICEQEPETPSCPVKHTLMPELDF
Target sequence (Q8WTS1 whole entry, looked up): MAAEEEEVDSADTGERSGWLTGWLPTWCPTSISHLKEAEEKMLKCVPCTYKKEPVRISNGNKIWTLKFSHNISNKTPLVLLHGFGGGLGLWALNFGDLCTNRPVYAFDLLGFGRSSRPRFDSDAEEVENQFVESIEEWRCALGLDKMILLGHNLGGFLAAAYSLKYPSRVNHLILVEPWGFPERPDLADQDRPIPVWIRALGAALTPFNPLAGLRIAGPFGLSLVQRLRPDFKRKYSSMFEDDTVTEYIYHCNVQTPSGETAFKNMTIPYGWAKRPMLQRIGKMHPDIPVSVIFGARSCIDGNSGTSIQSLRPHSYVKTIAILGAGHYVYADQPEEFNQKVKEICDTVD
Cardio protect: protects H9c2 cardiomyocytes from peroxide injury. H2O2 injury protection, ATPLite, 2 h. protection from H2O2 cell death, % at 20 µM. hit rate 0.63% among 360,000;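 active = compounds giving at least 50% protection of heart cells from peroxide-induced death in the single-dose screen, raw or plate-pattern-corrected value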;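 also: 0% = DMSO wells with peroxide and 100% = DMSO wells without peroxide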
ABCB6 inh MLPCN: inhibitors of human ABC transporter ABCB6; K562-ABCB6 porphyrin accumulation, flow cytometry, 1 h; stronger effect = lower value; fluorescence ratio to DMSO, % at 10 µM; hit rate 0.19% among 360,000; Q9NP58;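 active = fluorescence ratio to DMSO below 75%, the collection mean minus 3 SD; inconclusive = too few cells collected in the well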;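 also: signal is porphyrin accumulated inside mitochondria; 100% equals median channel fluorescence of DMSO control wells; lower ratio means ABCB6 inhibition with less porphyrin fluorescence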
CaV13 ICDI inh: Disruptors of the CACNA1D IQ motif to Ca2+-dependent inactivation inhibitor domain association, primary screening, Förster resonance energy transfer in intact living … | HEK cells, CFP/YFP FRET ICDI-IQ, plate reader, 10 min; percent FRET-ratio fall versus neutral wells | inhibition, % at 12.3 µM | hit rate 0.098% among 340,000 | AID 743397;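 active = mean replicate inhibition of at least 30% and at least 1% of replicates passing that level; inconclusive = only one of the two criteria is met; inactive = neither criterion is met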;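 also: 0% = median of the neutral control wells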
HTR2A ag: agonists of mouse serotonin 5-HT2A receptor (HTR2A); P35363; CHO-K1 mHTR2A beta-arrestin complementation, luminescence; percent of 30 µM serotonin response; activation, % at 7.6 µM; hit rate 0.66% among 360,000;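 active = activation above a run cutoff, the mean activation of all tested compounds plus 3 SD, cut at about 14% in these data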;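 also: 0% = plate median of compound wells and 100% = 30 µM serotonin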
Granule exo inh: blocks lytic granule exocytosis; hit rate 0.66% among 360,000; TALL-104 LAMP-1 surface exposure, flow cytometry; cells stimulated with thapsigargin and PMA; inhibition, % at 10 µM;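 active = inhibition above about 55%, limit read from the data; inconclusive = no clear call, values can overlap the other calls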
* = called active by the depositor; ? = inconclusive; nt = no result given.

SMILES | MC4R ag barr | Glyco luc inh | MC4R antag cAMP | PDI turbidity | ABHD5 PLIN5 PPI | Cardio protect | ABCB6 inh MLPCN | CaV13 ICDI inh | HTR2A ag | Granule exo inh
COc1cc(C(=O)Nc2nnc(S(=O)(=O)N3CCCCCC3)s2)cc(OC)c1OC | -2.9 | 4 | 10 | 0 | -6 | -2 | 100 | -2 | -4 | 6
COc1cccc(C2Nc3cc(Cl)c(S(N)(=O)=O)cc3S(=O)(=O)N2)c1 (configuration not stated) | 0.7 | -1 | 5 | 3 | 1 | 1 | 92 | -5 | 5 | -2
CCN(CC)c1ccc(-n2c(C)c(C(C)=O)c(C(C)=O)c2C)cc1 | -0.9 | -4 | 0 | -4 | -2 | -8 | 94 | -6 | -3 | 1
NC(c1ccc(F)c(F)c1)c1nc(-c2ccc3ccccc3c2)cs1 (configuration not stated) | -0.3 | 1 | -6 | -16 | -4 | -8 | 98 | -6 | -4 | 0
COc1cc(C(=O)NCCOc2cccc(C)c2)c(Br)c(OC)c1OC | -1.6 | 0 | 13 | -10 | -1 | 1 | 91 | -5 | 5 | 2
O=C1CCCC(=O)N1c1ccc(N2CCN(c3ccccc3)CC2)c([N+](=O)[O-])c1 | -2.8 | 0 | -2 | -12 | -4 | 0 | 102 | -5 | -2 | -1
COc1ccc(-c2csc(C3=C(O)CN(CCCN4CCCC4=O)C3=N)n2)cc1OC | 1.5 | -1 | -7 | -1 | 11 | -2 | 92 | 2 | 2 | -5
O=C(COC(=O)c1ccc(Br)o1)NC1CCCc2ccccc21 (configuration not stated) | -1.2 | 4 | 14 | 0 | 10 | 12 | 105 | -5 | 1 | -14
C=CCNC(=S)N(CC)c1cccc2ccccc12 | -1.1 | -3 | 4 | -8 | -2 | -6 | 103 | -5 | 0 | 1
O=S(=O)(Nc1ccc(N2CCOCC2)cc1)c1ccc(Cl)s1 | 0.6 | 0 | 6 | 2 | 3 | 0 | 101 | -3 | -2 | 1
CCc1nnc(N/N=C/c2c(F)cccc2Cl)n1N | -0.3 | 6 | 21 | -3 | -25 | -5 | 99 | -5 | 5 | 2
CCOc1ccccc1C(=O)NCC(=O)OCC(=O)N1CCCC1 | -1.4 | 1 | 6 | -5 | -6 | 0 | 101 | -7 | 4 | -3
COC(=O)c1c(-c2ccc(N(C)C)cc2)oc2c1C(OC)CCC2 (configuration not stated) | nt | nt | nt | nt | -2 | nt | 98 | -11 | -1 | -1
CS(=O)(=O)ON=C1CCN(S(=O)(=O)c2ccccc2)CC1 | -0.3 | 0 | 10 | 9 | -5 | 1 | 95 | -4 | 6 | -3
COc1ccc(NS(=O)(=O)c2cc(NC(=O)CCSc3ccccc3)ccc2OC)cc1 | -3.7 | -3 | 15 | -3 | 7 | 5 | 98 | -5 | -9 | 1
Oc1ccc(-c2nccc(-c3cccs3)n2)cc1 | -2.3 | 1 | -12 | -6 | 0 | 3 | 101 | -8 | -3 | 0
CC(C)CN(C(=O)CC(C)c1ccccc1)c1c(N)n(Cc2ccccc2)c(=O)[nH]c1=O (configuration not stated) | -2.6 | 0 | 22 | 6 | -2 | -2 | 104 | -5 | 8 | 8
O=C(COC(=O)c1ccc(Cl)c(S(=O)(=O)N2CCCC2)c1)NCc1ccccc1 | -2.4 | 4 | -12 | 9 | 5 | 3 | 96 | -2 | 5 | 5
NS(=O)(=O)c1cc2c(cc1Cl)NCNS2(=O)=O | 1.4 | 0 | 14 | -2 | -3 | 2 | 106 | -5 | 2 | 4
CCN(CC)C(=O)c1[nH]cnc1C(=O)NCC(=O)OC(C)(C)C | 1.0 | 1 | 0 | -4 | -12 | -7 | 99 | -6 | 3 | -1
O=C1NCCN(Cc2ccoc2)C1CC(=O)N(CCO)Cc1ccccc1 (configuration not stated) | -1.1 | 0 | 10 | 11 | 6 | 4 | 95 | 3 | -1 | 0
CS(=O)(=O)c1ccc2nc(NC(=O)CCNC(=O)c3ccc(Cl)cc3)sc2c1 | -2.0 | 1 | 17 | -6 | -5 | 24 | 96 | -5 | -2 | -17
CCN1CCN(c2ccc(NC(=O)c3ccc(Cl)c(N4CCCC4=O)c3)cc2)CC1 | -0.2 | 0 | -6 | 0 | -1 | 4 | 104 | -4 | 5 | 0
O=S1(=O)CC(N2CCN(CC3CC3)CC2)CN1CCc1ccccc1 (configuration not stated) | nt | -3 | nt | nt | 4 | 7 | 101 | nt | 0 | -3
Cc1ccc(C23CC4CC(CC(NC(=O)NC(C)(C)CO)(C4)C2)C3)cc1 | 1.2 | 0 | 17 | 4 | -10 | -1 | 92 | nt | 5 | 5

The list continues.
SMILES | MC4R ag barr | Glyco luc inh | MC4R antag cAMP | PDI turbidity | ABHD5 PLIN5 PPI | Cardio protect | ABCB6 inh MLPCN | CaV13 ICDI inh | HTR2A ag | Granule exo inh
N#C/C(=C(/O)c1ccc(-c2cccc([N+](=O)[O-])c2)o1)c1nc2ccccc2s1 | -0.6 | -1 | -9 | -11 | 1 | -25 | 115 | -5 | 1 | 25
Cc1cc(C)c2ccc(N)nc2c1O | -1.7 | -3 | 3 | -3 | 3 | 60* | 100 | -6 | 4 | -1
O=C(Cc1ccc(-c2ccccc2)cc1)Nc1ncccc1O | 1.1 | 1 | -2 | 18 | 1 | -3 | 105 | nt | 0 | ?
CC(C)(C)c1ccc(-c2nc(C=O)c3ccccn23)cc1 | -0.3 | -2 | -1 | 2 | -2 | 0 | 107 | -5 | 2 | -1
CCCN(CCC)CCCNC(=O)c1ccc2c(c1)N(CC)C(=O)c1ccccc1S2=O (configuration not stated) | 1.7 | -2 | 11 | -3 | -1 | 5 | 97 | -5 | 0 | -2
Nc1n[nH]c(-c2ccc([N+](=O)[O-])cc2[N+](=O)[O-])n1 | -3.4 | 2 | 5 | 7 | 5 | 13 | 92 | -4 | 3 | -2
Cc1ccc(OCc2nc(C#N)c(N3CCN(Cc4ccccc4)CC3)o2)cc1 | 0.2 | -2 | 10 | -6 | 1 | -19 | 91 | -4 | 8 | 1
CN(Cc1cccc(F)c1)C(=O)c1cccc(S(=O)(=O)N2CCN(Cc3ccccc3)CC2)c1 | -2.4 | -1 | 1 | 4 | 0 | -9 | 102 | nt | 2 | 2
CCC1(C)NC(=O)N(CC(=O)N2CCN(c3cccc(Cl)c3)CC2)C1=O (configuration not stated) | -3.6 | -2 | 4 | -6 | 0 | 3 | 97 | -2 | -4 | 0
O=C(NCc1ccc(N2CCCC2=O)cc1)c1cn(Cc2ccccc2)nn1 | -0.8 | 0 | 2 | 0 | 2 | -6 | 90 | -4 | 5 | 4
C/C(=N\NC(=O)c1nc2ccccn2c1C)c1cc2ccccc2o1 | 1.3 | 0 | 8 | -2 | 1 | 22 | 97 | 7 | 0 | 1
CCOC(=O)C1=C(CC)OC(N)=C(C#N)C1c1ccsc1 (configuration not stated) | -0.6 | 4 | 23 | 6 | 0 | -2 | 103 | -5 | 0 | -2
Cc1ccc(NC(=O)c2ccc(=O)n(CC(=O)Nc3ccccc3)n2)cc1 | -1.3 | 0 | 4 | 8 | 8 | -2 | 94 | -2 | 2 | -10
CCCN1C2CCCC1CC(NC(=O)c1ccc(F)cc1)C2 (configuration not stated) | -0.8 | 1 | -5 | 4 | 3 | 6 | 94 | -4 | -1 | -2
COc1ccccc1-c1cc(C(=O)NCCCn2ccnc2)no1 | -0.2 | -1 | 1 | -7 | -2 | 0 | 100 | -10 | -7 | -1
CCc1nc(N2CCN(C(=O)c3ccco3)CC2)c(C#N)c2c1COC(C)(C)C2 | -1.2 | -5 | 5 | 0 | 7 | 10 | 100 | -15 | -1 | 7
Cc1ccc(NC(=O)CSc2nnc(-c3ccncc3)o2)cc1C | -0.2 | 2 | 2 | -7 | 2 | 8 | 100 | -4 | -2 | 1
CC(C)CC(NC(=O)/C(=C\c1ccco1)NC(=O)c1ccco1)C(=O)O (configuration not stated) | -1.1 | -1 | 6 | -10 | -1 | -5 | 94 | -11 | 0 | -6
COc1ccc(CC(=O)Nc2ccc3nc(SC)sc3c2)cc1OC | 0.2 | -1 | 24 | 4 | 2 | -2 | 103 | -5 | -3 | -1
C/C(CCc1ccco1)=N/NC(=O)CCC(=O)Nc1ccc(Br)cc1 | -1.4 | 1 | 4 | 2 | 5 | 4 | 106 | -7 | 2 | -1
N#CC(c1ccncc1)(c1ncc(C(F)(F)F)cc1Cl)N1CCOCC1 (configuration not stated) | -1.1 | -1 | 7 | 10 | -2 | 38 | 105 | -4 | 2 | 1
CCN1CCN(c2ccc(NC(=O)c3ccc4c(c3)OCO4)cc2)CC1 | 0.3 | -3 | -1 | -7 | 5 | 14 | 95 | -5 | 2 | 1
COC(=O)C1Cc2c([nH]c3ccccc23)C2CCC(=O)N12 (configuration not stated) | -0.4 | 1 | -4 | -5 | 1 | 1 | 95 | -7 | 0 | 4
CCc1nc(CN(C)C(=O)C2CCC(=O)N(Cc3cccc(F)c3)C2)no1 (configuration not stated) | 0.1 | 1 | 9 | 6 | -4 | 1 | 86 | -15 | 0 | -6
Cn1ccnc1SCC(=O)NC1(C#N)CCCCC1 | -3.5 | 3 | 2 | -10 | 14 | 10 | 98 | -7 | 3 | -3

Further structures:
SMILES | MC4R ag barr | Glyco luc inh | MC4R antag cAMP | PDI turbidity | ABHD5 PLIN5 PPI | Cardio protect | ABCB6 inh MLPCN | CaV13 ICDI inh | HTR2A ag | Granule exo inh
Cc1ccccc1-c1ccc(=O)n(CC(=O)Nc2ccc(S(=O)(=O)N(C)C)cc2)n1 | -1.5 | 0 | 10 | 12 | -2 | -8 | 101 | -4 | -2 | -2
CCCCS/C(N)=N/N=C/c1cc(C)ccc1O | -0.8 | 1 | -7 | 12 | -4 | -24 | 91 | nt | 2 | 2
Cc1cccc(N=Nc2c(N)n[nH]c2-c2ccc(Cl)cc2)c1 | 0.7 | 0 | -1 | -2 | -11 | -16 | 93 | -8 | -3 | 0
Cc1cc(NC(=O)CN2C(=O)/C(=C/c3cccc(Br)c3)SC2=S)no1 | 2.1 | 0 | 6 | -5 | -4 | -4 | 90 | -5 | 2 | 2
Cc1c(/C=C2\SC(=Nc3cccc(C(=O)O)c3)NC2=O)c2ccccc2n1C | -0.3 | 2 | 6 | 11 | 4 | 7 | 98 | 3 | 5 | -1
COc1ccc(CCNC(=O)COc2cc(C)cc3oc(=O)c(C)c(C)c23)cc1OC | 2.4 | 0 | 11 | nt | -5 | -2 | 97 | nt | 1 | -5
O=CN1CCN(C(=O)c2ccc(-c3nc4ccccc4s3)s2)CC1 | -3.0 | -7 | -5 | 7 | 7 | -8 | 96 | 0 | 2 | -2
CCNC(=O)C1(C)CCN(Cc2ccc(-c3ccccc3)cc2)C1 (configuration not stated) | -1.8 | -3 | 14 | -1 | -5 | -5 | 97 | -5 | -10 | 6
